PDI inh = PDI (human) enzyme inhibition. P07237. PDI insulin aggregation turbidity, A650, 90 min. inhibition, % at 10 µM. 0.052% of 350,000 active. AID 588391;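 active = mean inhibition across replicates of 30% or more, whatever share of single replicates reach that level; inconclusive = mean inhibition below 30% while every single replicate reaches 30%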;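 note: absorbance from insulin aggregation driven by PDI reduction with DTT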
Cardio protect = modulators protecting cardiomyocytes from myocardial damage | 0.63% of 360,000 active | AID 588492 | H9c2 cardiomyocytes, H2O2 injury protection, ATPLite, 2 h | protection from H2O2 cell death, % at 20 µM;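 active = compounds giving at least 50% protection of heart cells from peroxide-induced death in the single-dose screen, raw or plate-pattern-corrected value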;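 note: 0% = DMSO wells with peroxide and 100% = DMSO wells without peroxide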
iPSC survival up = enhancers of human iPSC single-cell survival. hiPSC single-cell survival, ATPlite luminescence; 100% = ROCK inhibitor wells, 0% = DMSO. survival enhancement, % at 20 µM. 0.044% of 360,000 active; in the data active = survival enhancement above about 18%;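 note: cells exposed to compounds for 16 hours before the ATP read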
aDG glyco act = alpha-DG glycosylation activation. Pro5-aDG cells, alpha-DG glycosylation AlphaScreen (IIH6); 0% Pro5, 100% B10-LARGE cell signal. activation, % at 10 µM. 0.22% of 360,000 active. AID 624168;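 active = activation of at least 8% versus controls, or a plate z-score of at least 8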;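 note: Pro5 are CHO cells carrying HIG-tagged alpha-DG that lacks glycosylation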
Glyco luc inh = blocks N-linked glycosylation in D54 reporter cells. AID 588692. 0.23% of 360,000 active. D54 ERlucT glycosylation luciferase reporter, 24 h; percent of 100 nM tunicamycin response. reporter increase, % at 12.5 µM;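 active = mean luciferase reporter signal, scaled so untreated is 0 and the glycosylation-blocking control 100, at or above a set limit in every replicate; inconclusive = mean reaches the limit but not every replicate does; inactive = mean below the limit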;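 note: luciferase carries N-glycosylation sites so blocking glycosylation raises the light; 0% = median of neutral control wells and 100% = median of 100 nM tunicamycin wells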
ABCB6 inh MLPCN = blocks the human ABCB6 transporter; Q9NP58; K562-ABCB6 porphyrin accumulation, flow cytometry, 1 h; active compounds read low; AID 602162; fluorescence ratio to DMSO, % at 10 µM; 0.19% of 360,000 active;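 active = fluorescence ratio to DMSO below 75%, the collection mean minus 3 SD; inconclusive = too few cells collected in the well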;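 note: signal is porphyrin accumulated inside mitochondria; 100% equals median channel fluorescence of DMSO control wells; lower ratio means ABCB6 inhibition with less porphyrin fluorescence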
Target sequence (Q9NP58 whole entry, looked up): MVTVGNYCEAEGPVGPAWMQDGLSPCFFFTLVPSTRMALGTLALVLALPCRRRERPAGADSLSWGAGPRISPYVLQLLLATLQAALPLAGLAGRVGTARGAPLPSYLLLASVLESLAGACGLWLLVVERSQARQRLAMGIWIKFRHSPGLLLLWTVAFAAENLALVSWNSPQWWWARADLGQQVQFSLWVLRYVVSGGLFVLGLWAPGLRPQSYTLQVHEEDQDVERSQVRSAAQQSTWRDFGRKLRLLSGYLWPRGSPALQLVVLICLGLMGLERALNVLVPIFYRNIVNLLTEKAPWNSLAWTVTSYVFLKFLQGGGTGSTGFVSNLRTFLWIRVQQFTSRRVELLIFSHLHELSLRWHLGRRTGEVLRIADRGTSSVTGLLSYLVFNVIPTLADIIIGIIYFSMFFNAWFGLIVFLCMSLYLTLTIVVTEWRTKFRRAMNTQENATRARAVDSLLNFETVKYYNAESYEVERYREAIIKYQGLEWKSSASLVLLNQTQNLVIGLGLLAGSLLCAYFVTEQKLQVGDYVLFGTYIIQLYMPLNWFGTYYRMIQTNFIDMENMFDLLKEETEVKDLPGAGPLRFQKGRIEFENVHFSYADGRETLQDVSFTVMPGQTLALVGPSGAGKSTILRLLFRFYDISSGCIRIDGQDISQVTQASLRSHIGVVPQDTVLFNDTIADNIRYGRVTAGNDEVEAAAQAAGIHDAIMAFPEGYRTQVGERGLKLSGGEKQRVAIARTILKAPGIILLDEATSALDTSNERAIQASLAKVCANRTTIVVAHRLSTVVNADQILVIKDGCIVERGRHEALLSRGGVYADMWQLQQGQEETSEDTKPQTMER
m5-HT2A agonist = agonists of mouse serotonin 5-HT2A receptor (HTR2A); P35363; CHO-K1 mHTR2A beta-arrestin complementation, luminescence; percent of 30 µM serotonin response; activation, % at 7.6 µM; 0.66% of 360,000 active; AID 624169;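 active = activation above a run cutoff, the mean activation of all tested compounds plus 3 SD, cut at about 14% in these data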;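 note: 0% = plate median of compound wells and 100% = 30 µM serotonin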
CaV13 FRET inh = Primary screen for inhibitors of IQ motif and Ca2+-dependent inactivation inhibitor domain binding in CACNA1D, Förster resonance energy transfer in living cells, …; HEK cells, CFP/YFP FRET ICDI-IQ, plate reader, 10 min; percent FRET-ratio fall versus neutral wells; inhibition, % at 12.3 µM; 0.098% of 340,000 active;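 active = mean replicate inhibition of at least 30% and at least 1% of replicates passing that level; inconclusive = only one of the two criteria is met; inactive = neither criterion is met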;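 note: 0% = median of the neutral control wells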
Granule exo inh = lytic granule exocytosis inhibition; TALL-104 LAMP-1 surface exposure, flow cytometry; cells stimulated with thapsigargin and PMA; inhibition, % at 10 µM; 0.66% of 360,000 active; AID 651702;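 active = inhibition above about 55%, limit read from the data; inconclusive = no clear call, values can overlap the other calls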
Vif imaging = inhibitors of HIV Vif; HEK293T cells, Vif self-association by quenched fluorescence, imaging, 24 h; inhibition, % at 7.49 µM; 0.35% of 340,000 active; AID 602346; in the data active = inhibition above about 50%, passing the limit was not always enough; inconclusive = no clear call, values can overlap the other calls; inactive = below about 31%; note: some results filed as inactive read as strong as hits
Numbers without * were called inactive.

`Cc1ccsc1/C=C1/C(=O)NN(c2ccccc2)C1=O` gave PDI inh -7.4, Cardio protect -8.9, iPSC survival up -0.3, aDG glyco act 0.2, Glyco luc inh -2.6, ABCB6 inh MLPCN 101.0, m5-HT2A agonist 3.4, CaV13 FRET inh -5.3, Granule exo inh -13.5 and Vif imaging -5.4.
`Nc1cc(OC(=O)c2ccco2)nn1S(=O)(=O)c1ccc(F)cc1` gave PDI inh 21.1, Cardio protect 15.2, iPSC survival up -1.2, aDG glyco act -0.1, Glyco luc inh 0.1, ABCB6 inh MLPCN 84.0, m5-HT2A agonist 3.7, CaV13 FRET inh -8.2, Granule exo inh -0.4 and Vif imaging -8.1.
Screening C=CCOc1c(Br)cc(/C=C2/NC(=S)N(C(C)=O)C2=O)cc1OC returned PDI inh 0.4, Cardio protect -6.9, iPSC survival up -1.2, aDG glyco act 0.0, Glyco luc inh -0.2, ABCB6 inh MLPCN 92.0, m5-HT2A agonist -2.8, CaV13 FRET inh -3.2, Granule exo inh -7.6 and Vif imaging 7.2.
Screening CCC(C)NC(=O)CSc1nc2ccccc2c(=O)n1-c1c(C)n(C)n(-c2ccccc2)c1=O (stereo not given) returned PDI inh -0.7, Cardio protect 8.6, iPSC survival up 0.2, aDG glyco act -0.1, Glyco luc inh 0.4, ABCB6 inh MLPCN 98.0, m5-HT2A agonist -2.8, CaV13 FRET inh -8.7, Granule exo inh -2.9 and Vif imaging 9.4.
`O=C(N/N=C/c1ccncc1)c1cc([N+](=O)[O-])cc([N+](=O)[O-])c1` gave PDI inh 10.8, Cardio protect 9.4, iPSC survival up 1.1, aDG glyco act 2.4, Glyco luc inh 4.1, ABCB6 inh MLPCN 93.0, m5-HT2A agonist 5.8, CaV13 FRET inh -4.0, Granule exo inh 0.4 and Vif imaging -2.4.
For COC(=O)c1ccc(NC(=S)NCc2ccco2)cc1 the results were PDI inh -2.8, Cardio protect 3.5, iPSC survival up -2.8, aDG glyco act -0.2, Glyco luc inh -0.8, ABCB6 inh MLPCN 106.0, m5-HT2A agonist 0.1, CaV13 FRET inh -10.1, Granule exo inh -0.6 and Vif imaging -8.3.
`C=CCn1c2ccccc2c2nnc(SCC(=O)O)nc21` gave PDI inh -2.7, Cardio protect 9.6, iPSC survival up 0.0, aDG glyco act -0.1, Glyco luc inh -0.4, ABCB6 inh MLPCN 96.0, m5-HT2A agonist -0.4, CaV13 FRET inh 0.9, Granule exo inh -1.0 and Vif imaging 3.0.
Screening CCc1c(C)nc2c(-c3ccccc3)c(C)[nH]n2c1=O returned PDI inh 16.3, Cardio protect 0.6, iPSC survival up 0.2, aDG glyco act -0.1, Glyco luc inh 1.4, ABCB6 inh MLPCN 100.0, m5-HT2A agonist 10.3, CaV13 FRET inh -4.9, Granule exo inh -5.2 and Vif imaging 7.1.
Screening O=C(COC(=O)c1ccc([N+](=O)[O-])cc1Cl)NC(=O)c1ccccc1 returned PDI inh -0.4, Cardio protect 3.2, iPSC survival up -0.3, aDG glyco act -0.1, Glyco luc inh -1.6, ABCB6 inh MLPCN 105.0, m5-HT2A agonist 5.5, CaV13 FRET inh -2.3, Granule exo inh 2.8 and Vif imaging 18.3.
`Cc1cc(S(=O)(=O)Nc2cccnc2)c(C)s1` gave PDI inh 4.8, Cardio protect 19.4, iPSC survival up -0.3, aDG glyco act -0.1, Glyco luc inh -0.1, ABCB6 inh MLPCN 84.0, m5-HT2A agonist 20.7*, CaV13 FRET inh -5.6 and Granule exo inh 1.1.
COCCn1c(SCC(=O)N(C(C)C)C(C)C)nnc1-c1cc2ccccc2cc1O was read as PDI inh 6.2, Cardio protect 1.4, iPSC survival up -0.4, aDG glyco act 0.9, Glyco luc inh -3.1, ABCB6 inh MLPCN 92.0, m5-HT2A agonist -4.6, CaV13 FRET inh -7.3, Granule exo inh -3.2 and Vif imaging -2.9.
`CCC(C)C(NC(=O)C1CCC(C)CC1)C(=O)NCCCN1CCCCC1CC` (stereo not given) gave PDI inh 9.0, Cardio protect -4.1, iPSC survival up -0.8, aDG glyco act 0.0, Glyco luc inh -0.7, ABCB6 inh MLPCN 98.0, m5-HT2A agonist 1.4, CaV13 FRET inh -15.0, Granule exo inh -0.6 and Vif imaging 0.0.
Cc1onc(-c2ccccc2)c1C(=O)Nc1ccc(C(=O)N2CCCCC2)cc1 was read as PDI inh 0.4, Cardio protect 1.6, iPSC survival up -0.4, aDG glyco act 0.0, Glyco luc inh -0.4, ABCB6 inh MLPCN 101.0, m5-HT2A agonist 0.8, CaV13 FRET inh -1.4, Granule exo inh -3.4 and Vif imaging 5.7.
Screening Cc1ccc([N+](=O)[O-])cc1NC(=O)c1ccc(C(C)(C)C)cc1 returned PDI inh 7.2, Cardio protect -1.3, iPSC survival up -0.8, aDG glyco act 0.3, Glyco luc inh -2.1, ABCB6 inh MLPCN 98.0, m5-HT2A agonist -5.5, CaV13 FRET inh -8.1, Granule exo inh 0.5 and Vif imaging -5.3.
Screening O=C(Cn1cnc2c(NCc3ccccc3)ncnc21)NCCN1CCOCC1 returned PDI inh -4.2, Cardio protect -1.1, iPSC survival up 2.1, aDG glyco act -0.1, Glyco luc inh -0.1, ABCB6 inh MLPCN 97.0, m5-HT2A agonist 12.6, CaV13 FRET inh -4.7, Granule exo inh -4.6 and Vif imaging -7.8.
For CC1CCCC(C)N1C(=O)COC(=O)C(Cc1ccccc1)NC(=O)c1cccs1 (stereo not given) the results were PDI inh 6.2, Cardio protect 5.4, iPSC survival up 5.4, aDG glyco act -0.2, Glyco luc inh 0.9, ABCB6 inh MLPCN 100.0, m5-HT2A agonist 10.1, CaV13 FRET inh -3.1, Granule exo inh -2.7 and Vif imaging 9.5.
O=C(CN(C(=O)c1cc2c(s1)CCC2)C1CCCC1)NCc1cccs1 was read as PDI inh 5.5, Cardio protect 8.6, iPSC survival up 2.2, aDG glyco act 0.4, Glyco luc inh -0.5, ABCB6 inh MLPCN 96.0, m5-HT2A agonist -5.5, CaV13 FRET inh -5.9, Granule exo inh -1.7 and Vif imaging 1.8.
Screening Cc1nc(N/N=C\c2ccc3c(c2)OCO3)sc1C returned PDI inh 14.5, Cardio protect 7.7, iPSC survival up -0.9, aDG glyco act -0.1, Glyco luc inh 1.5, ABCB6 inh MLPCN 97.0, m5-HT2A agonist -0.4, CaV13 FRET inh -1.0, Granule exo inh -6.8 and Vif imaging 15.2.
`O=C(CSc1nc(-c2ccccc2)cs1)N1CCN(C(=O)c2ccco2)CC1` gave PDI inh 1.8, Cardio protect 0.8, iPSC survival up -1.6, aDG glyco act -0.4, Glyco luc inh -0.3, ABCB6 inh MLPCN 97.0, m5-HT2A agonist -0.4, CaV13 FRET inh -4.4, Granule exo inh 0.6 and Vif imaging -13.0.
`CSCCC(NC(=O)c1ccc([N+](=O)[O-])cc1Cl)C(=O)OCC(=O)N1CCN(C(C)=O)CC1` (stereo not given) gave PDI inh 2.5, Cardio protect 2.6, iPSC survival up -0.4, aDG glyco act 0.1, Glyco luc inh 1.9, ABCB6 inh MLPCN 95.0, m5-HT2A agonist 2.9, CaV13 FRET inh -6.1, Granule exo inh -8.3 and Vif imaging 2.3.
For COc1ccc2c(c1)C(=O)C1NC(=O)NC(=O)C1(Br)N2 (stereo not given) the results were PDI inh -3.7, Cardio protect 9.3, iPSC survival up -1.5, aDG glyco act 0.3, Glyco luc inh 0.2, ABCB6 inh MLPCN 97.0, m5-HT2A agonist 2.4, CaV13 FRET inh -10.7, Granule exo inh 5.2 and Vif imaging 2.7.
`CC(Oc1ccccc1)C(=O)OCC(=O)Nc1ccc2c(c1)OCO2` (stereo not given) gave PDI inh -1.0, Cardio protect -0.1, iPSC survival up 1.6, aDG glyco act 0.0, Glyco luc inh 0.4, ABCB6 inh MLPCN 94.0, m5-HT2A agonist -2.7, CaV13 FRET inh -6.2, Granule exo inh -3.9 and Vif imaging 6.5.
`CCCCCC(=O)N1CC2(CC(c3cccc(NC(=O)c4ccccc4)c3)=NO2)C[C@@H]1C(N)=O` (stereo not given in full) gave PDI inh -0.6, Cardio protect -0.9, iPSC survival up -1.5, aDG glyco act -0.3, Glyco luc inh 1.6, ABCB6 inh MLPCN 99.0, m5-HT2A agonist 1.4, CaV13 FRET inh -4.5 and Granule exo inh -12.5.
CCOC(=O)C1CCCN(C(=O)c2ccc3c(c2)CCO3)CC1 (stereo not given) was read as PDI inh -0.3, Cardio protect -2.1, iPSC survival up 4.3, aDG glyco act 0.1, Glyco luc inh -1.1, ABCB6 inh MLPCN 96.0, m5-HT2A agonist 2.4, CaV13 FRET inh -4.1, Granule exo inh 5.7 and Vif imaging -1.1.
`O=S(=O)(CS(=O)(=O)Oc1ccccc1)Oc1ccccc1` gave PDI inh -1.9, Cardio protect 10.0, iPSC survival up -1.9, aDG glyco act 0.2, Glyco luc inh 0.6, ABCB6 inh MLPCN 102.0, m5-HT2A agonist -0.6, CaV13 FRET inh -7.0, Granule exo inh -0.3 and Vif imaging -7.9.
`O=C(Nc1ccc(F)cc1)c1ccc(C(=O)N2CCOCC2)cc1` gave PDI inh -0.1, Cardio protect -1.1, iPSC survival up 2.2, aDG glyco act 0.1, Glyco luc inh 4.1, ABCB6 inh MLPCN inconclusive, m5-HT2A agonist -6.7, CaV13 FRET inh -10.6, Granule exo inh 2.3 and Vif imaging 21.7.
For CC(C)CCC(C)NC(=O)c1ccc2nccnc2c1 (stereo not given) the results were PDI inh 0.3, Cardio protect -0.6, iPSC survival up 0.0, aDG glyco act -0.2, Glyco luc inh 1.5, ABCB6 inh MLPCN 95.0, m5-HT2A agonist 1.3, CaV13 FRET inh 0.7, Granule exo inh 0.5 and Vif imaging 5.6.
`O=C(CCc1ccccc1)N/N=C/c1cccc(O)c1` gave PDI inh -5.7, Cardio protect -6.4, iPSC survival up 2.1, aDG glyco act -0.2, Glyco luc inh 0.5, ABCB6 inh MLPCN 98.0, m5-HT2A agonist 4.6, CaV13 FRET inh -5.8, Granule exo inh -0.7 and Vif imaging 16.9.
COc1ccc(C(=O)/C=C/c2ccc(O)cc2)c(O)c1CC=C(C)C was read as PDI inh 3.8, Cardio protect -13.2, iPSC survival up -1.2, aDG glyco act 0.1, Glyco luc inh 1.5, ABCB6 inh MLPCN 98.0, m5-HT2A agonist -12.8, CaV13 FRET inh -4.4, Granule exo inh -0.2 and Vif imaging -5.1.
For Cn1c(=O)cc(SCC(=O)NCCC2=CCCCC2)c2cc(Cl)ccc21 the results were PDI inh -3.7, Cardio protect 2.3, iPSC survival up -2.7, aDG glyco act 0.0, Glyco luc inh 1.3, ABCB6 inh MLPCN 88.0, m5-HT2A agonist 3.8, CaV13 FRET inh -7.9, Granule exo inh 2.1 and Vif imaging -5.4.
`CCCCCC(=O)NNC(=S)NC(=O)c1ccccc1[N+](=O)[O-]` gave PDI inh -2.8, Cardio protect 20.0, iPSC survival up 0.0, aDG glyco act 0.2, Glyco luc inh -1.6, ABCB6 inh MLPCN 100.0, m5-HT2A agonist -0.6, CaV13 FRET inh -6.4, Granule exo inh -1.3 and Vif imaging 0.7.
